# RXFP1 agonist: qHTS Assay for Agonists of the Relaxin Receptor RXFP1; Relaxin receptor 1 (Homo sapiens), Q9HBX9; 370,000 tested, 0.3% active; AID 2676, 2010; Potency, µM (top dose mostly 57.5 µM), for inactives: top-dose activation, hits mostly activators; HEK293T-RXFP1 cAMP TR-FRET, 30 min; response scale: percent of porcine relaxin response, buffer zero; also: % is scaled to controls: 0 for no effect and ±100 for the full control effect; nearly all actives have a fitted effect of over 60% in size; many of its hits are not listed in these tables
#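 Agonist response is measured as cAMP accumulation in an RXFP1-transfected HEK293T line under PDE4 inhibition. Values are scaled between buffer-only and 29 nM porcine relaxin, and EC50s come from standard Hill equation fits.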
# USP1 inh: Inhibitors of USP1/UAF1: Primary Screen; AID 743255, 2014; Ubiquitin carboxyl-terminal hydrolase 1 (Homo sapiens), O94782; 390,000 tested, 0.23% active; recombinant USP1/UAF1, Ub-Rhodamine cleavage fluorescence; Potency, µM (highest dose often 57.1 µM), for inactives: top-dose activity change, negative = inhibition, usual class: inhibitors; also: % is scaled to controls: 0 for no effect and ±100 for the full control effect; nearly all actives have a fitted effect of over 60% in size; inactives centre near -12
# Target sequence (O94782 whole entry, looked up): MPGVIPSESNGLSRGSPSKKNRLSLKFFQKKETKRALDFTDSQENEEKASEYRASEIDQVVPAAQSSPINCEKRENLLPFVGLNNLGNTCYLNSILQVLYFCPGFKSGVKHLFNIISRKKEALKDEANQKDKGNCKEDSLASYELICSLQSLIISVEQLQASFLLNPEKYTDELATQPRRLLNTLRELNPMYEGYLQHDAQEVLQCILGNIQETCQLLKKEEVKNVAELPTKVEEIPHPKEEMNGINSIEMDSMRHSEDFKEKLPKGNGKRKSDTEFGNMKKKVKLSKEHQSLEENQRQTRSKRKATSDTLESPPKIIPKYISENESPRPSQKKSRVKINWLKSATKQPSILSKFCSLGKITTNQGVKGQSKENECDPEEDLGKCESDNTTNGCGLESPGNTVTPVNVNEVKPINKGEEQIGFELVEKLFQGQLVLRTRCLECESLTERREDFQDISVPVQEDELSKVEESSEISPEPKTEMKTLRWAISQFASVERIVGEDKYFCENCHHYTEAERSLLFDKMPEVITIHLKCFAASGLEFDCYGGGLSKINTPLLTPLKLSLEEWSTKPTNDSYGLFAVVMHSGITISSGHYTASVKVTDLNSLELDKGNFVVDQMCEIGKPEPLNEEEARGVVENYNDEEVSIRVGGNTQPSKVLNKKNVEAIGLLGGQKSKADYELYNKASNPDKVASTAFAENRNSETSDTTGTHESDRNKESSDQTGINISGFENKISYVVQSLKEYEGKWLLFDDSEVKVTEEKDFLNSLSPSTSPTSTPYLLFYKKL
#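 USP1/UAF1 complex (1 nM) preincubated 15 min at room temperature with compound, then Ub-Rho substrate (150 nM final) added. Kinetic fluorescence at 480/540 nm over 6 reads at 60 s intervals; 50 mM HEPES pH 7.8, 0.5 mM EDTA, 0.1 mg/ml BSA, 1 mM TCEP, 0.01% Tween-20.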
# Vif-APOBEC3F blk: qHTS for Inhibitors of Vif-A3F Interactions: qHTS; HeLa A3F-eYFP + Vif (tagged APOBEC3F with the HIV-1 protein that degrades it), YFP fluorescence increase; AID 602313, 2012; 390,000 tested, 0.2% active; Potency, µM (top dose mostly 46.1 µM), for inactives: top-dose activity, negative = active; also: % of control where 0% means no effect; nearly all actives have a fitted effect of over 65% in size
#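 HeLa cells stably expressing Vif plus C-terminally eYFP-tagged A3F were seeded, incubated overnight at 37 deg C, dosed with compound, incubated overnight again at 37 deg C. Yellow fluorescence (Ex 488/Em 500-530) reported blocked Vif-mediated A3F-eYFP degradation.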
# Vif-A3G inh: qHTS for Inhibitors of Vif-A3G Interactions: qHTS | HeLa A3G-eYFP + Vif (tagged APOBEC3G with the HIV-1 protein that degrades it), YFP fluorescence, overnight | Potency, µM (doses to about 46.1 µM), for the others: at the highest dose activity, negative = active, most hits filed as inhibitors | 410,000 tested, 0.076% active | AID 602310, 2012;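 also: % is scaled to controls: 0 for no effect and ±100 for the full control effect; nearly all actives have a fitted effect of over 60% in size; hits raise eYFP signal because A3G escapes Vif-driven loss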
#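 HeLa cells stably expressing Vif and C-terminally eYFP-tagged A3G, seeded overnight at 37 deg C, then exposed to compound by pintool overnight at 37 deg C. Rise in yellow fluorescence (Ex 488/Em 500-530, Acumen) marks blocked Vif-driven A3G degradation.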
# mIDH1 inhibitor: qHTS for Inhibitors of mutant isocitrate dehydrogenase 1 (IDH1): qHTS; 390,000 tested, 0.093% active; IDH1-R132H enzyme, NADPH consumption, diaphorase/resazurin fluorescence; Potency, µM (doses to about 76.6 µM), for the others: at the top dose activity change, negative = inhibition, hits mostly inhibitors; Isocitrate dehydrogenase [NADP] cytoplasmic (Homo sapiens), O75874; also: % is scaled to controls: 0 for no effect and ±100 for the full control effect; nearly all actives have a fitted effect of over 65% in size
#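 IDH1-R132H (0.5 ug/mL dispensed) in pH 7.5 Tris buffer was preincubated 30 min with compound, then given a substrate mix of 0.016 mM NADPH and 2 mM alpha-KG for 80 min at room temperature; remaining NADPH was read by diaphorase/resazurin fluorescence.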
# rTrxR1 inhibitor: qHTS Assay for Inhibitors of Mammalian Selenoprotein Thioredoxin Reductase 1 (TrxR1): qHTS; Thioredoxin reductase 1, cytoplasmic (Rattus norvegicus), O89049; recombinant rTrxR1, NADPH fluorescence consumption, selenite substrate; Potency, µM (series often up to 114 µM), without a hit: top-dose activity change, negative = inhibition, most hits filed as inhibitors; 390,000 tested, 1% active; AID 588453, 2011; also: % is scaled to controls: 0 for no effect and ±100 for the full control effect; nearly all actives have a fitted effect of over 65% in size
#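 Rat TrxR1 (90 nM in the dispensed reagent) was pre-reduced with 400 uM NADPH for 5 min at room temperature, then incubated with compound for 15 min. After 400 uM selenite was added, NADPH fluorescence (Ex 340/Em 450 nm) was followed for 8 min.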
# RGS4 inh: Inhibitors of Regulator of G Protein Signaling (RGS) 4: qHTS. AID 504845, 2011. Regulator of G-protein signaling 4 (Homo sapiens), P49798. Transcreener GDP fluorescence polarization, RGS4-accelerated GTP hydrolysis. Potency, µM (highest dose often 114 µM), for the others: at the top dose activity change, negative = inhibition, most hits filed as inhibitors. 390,000 tested, 0.039% active; also: % is scaled to controls: 0 for no effect and ±100 for the full control effect; nearly all actives have a fitted effect of over 75% in size; some results filed as inactive show a strong effect at the top dose
# Target sequence (P49798 whole entry, looked up): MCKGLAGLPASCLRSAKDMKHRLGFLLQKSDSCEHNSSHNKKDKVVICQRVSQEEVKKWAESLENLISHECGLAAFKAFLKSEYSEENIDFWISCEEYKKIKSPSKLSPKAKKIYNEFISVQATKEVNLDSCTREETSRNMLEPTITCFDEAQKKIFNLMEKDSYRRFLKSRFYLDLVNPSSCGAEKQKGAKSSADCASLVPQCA
#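 MLSMR compounds (23 nl, pin-transferred) preincubated 10 min at room temperature with a 500nM (2x) first reagent, then RGS4 at 900nM (2x) plus Transcreener GDP mix added; fluorescence polarization (620/688 nm) read before and after 90 min at 30 °C.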
# ALOX12 inh: Primary qHTS assay for inhibitors of human arachidonate 12S-lipoxygenase (ALOX12): Round 2; Polyunsaturated fatty acid lipoxygenase ALOX12 (Homo sapiens), P18054; purified 12hLO, xylenol orange hydroperoxide absorbance; Potency, µM (highest dose often 108 µM), inactives show at the highest dose activity change, negative = inhibition, actives largely listed as inhibitors; 580,000 tested, 1.1% active; AID 1671190, 2021; also: % is scaled to controls: 0 for no effect and ±100 for the full control effect
#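 Purified human 12hLO at 150 nM in 25 mM Hepes, 0.01% Triton X-100, pH 7.0, preincubated 15 min at room temperature with compound. Reaction started with 40 uM arachidonic acid, 30 min at room temperature. Hydroperoxide measured by Fe-xylenol orange, 573/405 nm absorbance ratio.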
# TrxR1 substrate: qHTS Assay for Substrates of Mammalian Selenoprotein Thioredoxin Reductase 1 (TrxR1): qHTS | Thioredoxin reductase 1, cytoplasmic (Rattus norvegicus), O89049 | purified TrxR1 substrate turnover, NADPH consumption readout | Potency, µM (highest dose often 114 µM), inactives show at the highest dose activity change, negative = substrate turnover | 390,000 tested, 0.01% active; also: % is scaled to controls: 0 for no effect and ±100 for the full control effect; nearly all actives have a fitted effect of over 50% in size
#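 Rat TrxR1, dispensed at 90 nM, was prereduced with 400 uM NADPH (final) for 5 min at ~22 deg C, then incubated with compound 15 min before 400 uM selenite. A first-read NADPH fluorescence drop versus no-compound background flagged substrates.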
# Starred values were filed as active, the others as inactive; ? = inconclusive; . = no result given; [ ] = another dose, or the depositor's remark. Calls follow the shape of the dose curve; as a rule, active = well fitted curve in the direction sought with a large enough effect; inconclusive = small, poorly fitted or top-dose-only effect, or another doubt; inactive = no such curve, though single readings can be large; an effect the other way counts as inactive or inconclusive. Potency is read from the fitted curve at half-maximal effect. These rows are one share of the data (hit frequency here may not be typical).
Compound,RXFP1 agonist,USP1 inh,Vif-APOBEC3F blk,Vif-A3G inh,mIDH1 inhibitor,rTrxR1 inhibitor,RGS4 inh,ALOX12 inh,TrxR1 substrate
O=C(Nc1ccc(Br)cc1)NC1CCCCCCC1,-1.9%,?,1%,4%,5%,21%,11%,1%,1%
CC(=O)Nc1ccc(S(=O)(=O)NCC(=O)OCC(=O)N2CCc3ccccc32)cc1,2.9%,-12%,-5%,4%,2%,-10%,-13%,-9%,-8%
COc1cnc(-c2ccccn2)nc1Sc1cccc(Cl)c1,7.7%,-14%,0%,4%,7%,7%,-17%,-15%,2%
O=C(C1Cc2ccccc2CN1C(=O)c1ccccc1)N1CCN(c2ccccc2)CC1 (stereo not given),1.6%,-7%,7%,-2%,5%,15%,-20%,-16%,13%
CCN(CC)CCNC(=O)C1CCC(=O)N(c2ccc(OC)cc2)C1c1ccc(F)cc1 (stereo not given),2.0%,-9%,-14%,0%,8%,-15%,21%[56.9 µM],-2%,-2%
NNC(=O)c1sc(-c2ccc(Cl)cc2)cc1N,4.9%,-13%,?,?,0%,0%,-11%,-17%,12%
COc1cccc(CNC(=O)COC(=O)c2ccc(N3CCCC3=O)cc2)c1,.,-17%,-12%,-2%,-4%,.,.,0%,.
COc1ccc(CNC(=O)C2CCN(C(=O)c3ccco3)CC2)cc1,0.1%,-17%,4%,1%,-4%,17%,6%,0%,4%
COc1ccc(C2C(C(=O)Nc3ccccc3)=C(C)Nc3nc(SCC(=O)c4ccc(C)cc4)nn32)cc1 (stereo not given),1.1%,-18%,4%,0%,3%,-2%[57.1 µM],1%,-7%,-14%[57.1 µM]
CCn1nc(C)cc1C(=O)NC1CCCc2c1cnn2-c1cc(F)cc(F)c1 (stereo not given),0.3%,-9%,-5%,-18%,7%,16%,11%,7%,9%
O=C(OCC(=O)c1ccccc1Cl)C1=NN(c2ccccc2)C(=O)CC1,.,-11%,5%,-1%,1%,15%[57.1 µM],21%,-24%,-11%
O=C(O)C1CCCCC1C(=O)NC(c1ccccc1)c1ccccc1 (stereo not given),-1.0%,-18%,4%,9%,9%,16%,4%,1%,5%

# Remaining list, next part
Compound,RXFP1 agonist,USP1 inh,Vif-APOBEC3F blk,Vif-A3G inh,mIDH1 inhibitor,rTrxR1 inhibitor,RGS4 inh,ALOX12 inh,TrxR1 substrate
O=C1OCCN1C(=O)[C@H]1[C@H](c2ccc([N+](=O)[O-])cc2)C(c2ccccc2)=NN1c1ccccc1,.,-30%,5%,1%,13%,10%,5%,?,-6%
CCOC(=O)C1=C(CCc2ccccc2)NC(=O)NC1c1ccc(Br)cc1 (stereo not given),0.6%,-5%,0%,-4%,7%,-9%,7%,-9%,-7%
C/C(=N\NC(=O)c1ccccc1F)c1cccc(NC(=O)c2ccccc2)c1,4.9%,-18%,0%,-4%,0%,-4%,-2%,3%,-4%
Cc1ccc(/C=N/NC(=O)Cc2c(F)cccc2Cl)s1,3.7%,-11%,-6%,2%,-7%,20%,14%,0%,0%
CCC(=O)n1nc(-c2ccccc2)nc1SCC(=O)Nc1ccc(C)cc1,-1.0%,-17%,6%,1%,8%,3%,-15%,?,4%
COc1ccc(-c2nnn(CC(=O)N(Cc3ccccc3Cl)C(C(=O)NCC3CCCO3)c3ccco3)n2)cc1OC (stereo not given),3.7%,-22%,-14%,5%,3%,-4%[57.1 µM],45%,-11%,2%[57.1 µM]
CCCn1cc(SCC(=O)NCc2ccc3c(c2)OCO3)c2ccccc21,1.1%,-10%,1%,-1%,0%,4%[57.1 µM],-35%,18%,13%[57.1 µM]
Clc1ccccc1Nc1ncnc2c1nc1n2CCCCC1,8.2%,-23%,9%,1%,17%,7%,-5%,-14%,-2%
N#Cc1ccc(NC(=O)COC(=O)CCc2nc3ccccc3c(=O)[nH]2)cc1,1.3%,-6%,-18%,1%,3%,16%,-4%,-4%,0%
CCOc1ccc(N2CC(c3nc4ccccc4n3CC(C)C)CC2=O)cc1 (stereo not given),-2.8%,-17%,4%,-1%,7%,18%,-5%,-1%,6%
Cc1cc(OCC(=O)NCc2nc(-c3ccccc3)no2)c(C)cc1Br,-0.1%,-3%,4%,0%,6%,-2%,-15%,0%,-2%
O=C(NNC(=S)NC1CCCCC1)c1ccccc1Br,-3.7%,-4%,-1%,0%,-5%,1%,-13%,-4%,1%

# (cont.)
Compound,RXFP1 agonist,USP1 inh,Vif-APOBEC3F blk,Vif-A3G inh,mIDH1 inhibitor,rTrxR1 inhibitor,RGS4 inh,ALOX12 inh,TrxR1 substrate
Cc1cc(C)c(C)c(S(=O)(=O)N2CCN(C(=O)c3ccco3)CC2)c1C,.,7%,?,2%,-1%,19%[57.1 µM],1%,?,5%[57.1 µM]
CCOC(=O)[C@H]1[C@H]2COc3ccccc3[C@@H]2N2C(=O)c3ccccc3NC(=O)[C@@]12C,0.6%,-30%,-5%,4%,-2%,12%[57.1 µM],1%,-7%,-6%[57.1 µM]
O=C(/C=C/c1ccco1)NCc1ccc2c(c1)OCO2,-3.1%,-18%,-1%,1%,0%,35µM*,?,?,2%
COc1cccc(CN2CCC(C(=O)Nc3ccc(-c4cccc(C)c4)cc3)CC2)c1O,1.0%,-24%,6%,-6%,-3%,43%[activator],-18%,?,2%
O=C(c1ccc2c(=O)n(Cc3ccco3)c(=S)[nH]c2c1)N1CCN(Cc2ccccc2)CC1,-1.3%,-18%,-3%,-3%,1%,-17%,-11%,-13%,2%
COc1ccc2c(C)cc(SCC(=O)Nc3cccnc3Cl)nc2c1,?,-9%,?,-15%,-3%,5%[57.1 µM],13%,-3%,8%
CC(C)[C@H](NC(=O)N1c2ccccc2NC(=O)[C@@H]1C(C)C)C(=O)N[C@@H](C(=O)O)c1ccccc1,1.8%,13%,-7%,3%,-1%,6%,-1%,-13%,-5%
COc1ccc(C(=O)Cn2cnc3ccccc3c2=O)c(OC)c1,0.4%,-19%,5%,-9%,1%,?,-6%,25%,2%
O=C(CCC(=O)Nc1ccccc1Cl)NNC(=O)c1ccco1,0.2%,-2%,-2%,1%,-4%,-18%,-6%,8%,-11%
O=C(COc1ncnc2ccc(Br)cc12)NCc1ccc2c(c1)OCO2,13%,-5%,-1%,-7%,-4%,7%[57.1 µM],-23%,?,16%[57.1 µM]
O=C(CCC(=O)c1ccc(F)cc1)Nc1cccc(Br)c1,7.4%,-7%,-1%,-3%,21%,14%,23%,1%,2%
Cc1oc(-c2ccccc2F)nc1CS(=O)CC(=O)NCCN1CCCCC1C (stereo not given),1.0%,-20%,10%,2%,-3%,-19%,5%,-1%,-6%

# (next part)
Compound,RXFP1 agonist,USP1 inh,Vif-APOBEC3F blk,Vif-A3G inh,mIDH1 inhibitor,rTrxR1 inhibitor,RGS4 inh,ALOX12 inh,TrxR1 substrate
O=c1c(-c2ccco2)[n+]([O-])c2ccccc2n1OCc1ccccc1,-1.0%,-10%,-27%,-5%,15%,?,?,40µM*,0%[57.1 µM]
O=C(O)/C(=C\c1c(C(=O)O)[nH]c2cc(Cl)cc(Cl)c12)c1ccccc1,-0.4%,-26%,-4%,0%,5%,16%,-5%,35µM*,3%
COc1ccc(N(C(=O)c2snc(C(N)=O)c2N)C(C(=O)NC2CCCC2)c2ccc3ncccc3c2)cc1 (stereo not given),-0.8%,-15%,?,-23%,-1%,17%[57.1 µM],-30%,4%,7%[57.1 µM]
COC(=O)[C@]1(CC(C)C)N[C@H](c2ccc(-c3ccc(F)cc3)c(OC)c2)[C@@H]2C(=O)N(C)C(=O)[C@@H]21,3.2%,-24%,2%,-2%,-7%,-21%,14%,-29%,5%
O=C(O)c1cccc(COc2cccc3ccccc23)c1,.,3%,13%,-5%,14%,-5%[57.1 µM],11%,12%,8%[57.1 µM]
Cc1occc1C(=O)N1CCN(S(=O)(=O)c2ccc(F)cc2)CC1,0.0%,-21%,3%,4%,18%,10%,1%,6%,4%
Cc1cccc(C)c1NC(=O)c1sc(Cl)nc1C,-2.3%,-18%,3%,0%,3%,14%,-1%,-17%,4%
Cc1cc2oc(C(=O)Nc3c(C)n(C)n(-c4ccccc4)c3=O)cc(=O)c2cc1C,0.2%,-22%,1%,0%,-4%,19%,9%,-1%,1%

# Screening results from PubChem.
